Screening results: PubChem BioAssay, National Center for Advancing Translational Sciences (NCATS)
B2AR arrestin: beta2AR (human) beta-arrestin recruitment activity | P07550 | beta-arrestin recruitment to beta2AR, cell-based reporter | Potency, µM (titrated, usually from 46.1 µM), for inactives: top-dose activation, usual class: activators | 330,000 compounds, 0.02% hits;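 also: potency is read from the fitted curve at half-maximal effect; 0% = DMSO controls and full agonism = EC100 isoproterenol or metaproterenol; nearly all actives have a fitted effect of over 65% in size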
TCR act: activators of T cell receptors. Potency, µM (top dose mostly 9.22 µM), inactives show top-dose activation of IL-2 secretion, usual class: activators. 330,000 tested, under 10 active. primary human leukocytes, anti-CD3, IL-2 HTRF, 48 h; also: % of control where 0% means no effect
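Primary human leukocytes were stimulated with a-CD3 beads plus compounds for 48 hr without co-stimulation; secreted IL-2 was quantified by HTRF using a-IL-2-K (europium cryptate) and a-IL-2-d2, excited at 320nm with acceptor emission read at 665nm.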
Integrin act MD: integrin-mediated muscular dystrophy alleviation activation; 350,000 compounds, 0.064% hits; Potency, µM (highest dose often 38.3 µM), without a hit: at the top dose activation, hits mostly activators; alpha7betagal myoblasts, beta-gal FDG fluorescence, 48 h;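 also: potency is read from the fitted curve at half-maximal effect; 100% = response of the positive control SU9516; nearly all actives have a fitted effect of over 60% in size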
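alpha7betagal+/- myoblasts (passage 13, 250/well) treated 48 h at 37C with compounds at 1:260 dilution of DMSO stock. Lysed, then beta-galactosidase activity read as FDG fluorescence (ex 480/em 540) after 30 min, with pre-read for autofluorescence.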
ELG1 repair inh: inhibitors of ELG1-dependent DNA repair in HEK293T cells; HEK293T ELG1-luciferase reporter, luminescence, 16 h; DNA damage induced by 5-fluorouridine; Potency, µM (highest dose often 46.1 µM), for inactives: at the top dose activity change, negative = inhibition, actives largely listed as inhibitors; 330,000 compounds, 2.3% hits; AID 504467; also: potency is read from the fitted curve at half-maximal effect; % is scaled to controls: 0 for no effect and ±100 for the full control effect; nearly all actives have a fitted effect of over 55% in size
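5-Fluorouridine DNA damage + compound/DMSO, 2,000 cells/well, 16 h, 37 °C/5% CO2. ONE-Glo, 30 min RT, luminescence. Readout = decrease in reporter signal.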
PTAP TSG101 blk: blocks PTAP/TSG101 interaction to inhibit HIV-1 budding. Q99816. 340,000 tested, under 10 active. AID 493005. Potency, µM (series often up to 115 µM), for the others: top-dose activity change, negative = inhibition, hits mostly inhibitors. Fluorescence polarization, FITC-PTAP peptide / Tsg101 binding; active = well fitted inhibition curve with a large enough effect in the main read-out, with a control signal flat, not every such curve was filed as active; inconclusive = small, poorly fitted or top-dose-only effect, or effect the other way, or a change in a side signal; inactive = no such curve, though single readings can be large or run the other way; also: potency is read from the fitted curve at half-maximal effect; % of control where 0% means no effect
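Fluorescence polarization binding of Tsg101 binding domain (10 uM final) to FITC-labeled PTAP peptide (50 nM final) in HEPES pH 7.5 buffer with NaCl, Tween 20, EDTA, TCEP. Compounds added before peptide; binding 20 min at RT.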
BRCA1 expr up: BRCA1 expression activation. AID 624202. MCF7-BRCA1-FFLuc reporter, luminescence, 48 h; response scale: scaled: vehicle 0%, 10 µM genistein 100%. 380,000 compounds, 1.1% hits. Potency, µM (series often up to 46.1 µM), without a hit: at the highest dose activation, hits mostly activators; also: potency is read from the fitted curve at half-maximal effect; nearly all actives have a fitted effect of over 80% in size; some results filed as inactive show a strong effect at the top dose
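48 h compound treatment of MCF7-BRCA1-FFLuc cells (phenol-red free MEM, 37 °C), then 15 min with luciferase substrate and luminescence imaging.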
A-T KAP1 phos: potential ataxia-telangiectasia treatment; […] A-T fibroblasts, KAP-1 phosphorylation AlphaLISA; neocarzinostatin DNA damage 30 min before lysis; Potency, µM (top dose mostly 57.5 µM), without a hit: top-dose activation, most hits filed as activators; 320,000 compounds, 0.19% hits; AID 485349; also: potency is read from the fitted curve at half-maximal effect; % of control where 0% means no effect; nearly all actives have a fitted effect of over 45% in size
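hTERT-immortalized A-T patient fibroblasts ([…]), 500 cells/well in OPTI-MEM, 1% FBS, got compounds for 60 min, then NCS for 30 min at 37C. Lysates were then assayed for phospho-KAP-1 by AlphaLISA (anti-pKAP1 donor, anti-KAP1 acceptor beads), 6 hr at 25C.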
MLL CXXC-DNA inh: inhibitors of human MLL CXXC domain-DNA interaction. AID 2662. Q03164. Potency, µM (series often up to 115 µM), for inactives: at the top dose activity change, negative = inhibition, usual class: inhibitors. MLL-CXXC / FITC-HOXA9 DNA fluorescence polarization. 290,000 compounds, 0.037% hits; active = well fitted inhibition curve with a large enough effect in the polarisation, with a control signal flat, not every such curve was filed as active; inconclusive = small, poorly fitted or top-dose-only effect, or effect the other way, or a change in a side signal; inactive = no such curve, though single readings can be large or run the other way; the % refers to the polarisation; also: potency is read from the fitted curve at half-maximal effect
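Purified MLL-CXXC (added from a 7 uM solution) was preincubated 5 min at ambient with pinned compounds in 50 mM Tris-HCl pH 7.5, 50 mM NaCl, 1 mM DTT, 0.05% BSA. Fluorescein-labeled HOX-A9 DNA (50 nM solution) followed, 30 min, then polarization read.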
TRPV1 agonist: human TRPV1 agonism. 320,000 compounds, 0.19% hits. Q8NER1. activation, % at 8.33 µM. AID 540275. TRPV1-expressing cells, Fluo-8 calcium influx, agonist mode; in the data active = activation above about 80%; inconclusive = between about 30% and that limit; also: 0% is about no effect
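TRPV1-expressing cells were cultured overnight at 35.5C and loaded with Fluo-8 calcium dye for 40 to 90 min at room temperature. After a 10 s baseline, compound was added and calcium influx was read kinetically for 3 min (ex 480/em 520 nm).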
p53 reactivator: mutant p53 re-activation in reporter cells; H1299 p53-A138V BP100-luciferase reporter, luminescence, 24 h; Potency, µM (top dose mostly 92.2 µM), for the others: top-dose activity change, positive = activation, actives largely listed as activators; 320,000 compounds, 0.063% hits; also: potency is read from the fitted curve at half-maximal effect; % of control where 0% means no effect; nearly all actives have a fitted effect of over 45% in size
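H1299 (p53-null), stable ts p53-A138V + BP100-Luc; 1000 cells/well, Opti-MEM/10% FBS; cpd 4 pt, 1:5; 24 h, 37 deg C, 5% CO2; detection reagent 10 min RT; luminescence.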
* hit, by the source's call; ? = inconclusive; / = no result given; [ ] = another dose, or the depositor's remark. Unless noted, calls follow the shape of the dose curve; as a rule, active = well fitted curve in the direction sought with a large enough effect; inconclusive = small, poorly fitted or top-dose-only effect, or another doubt; inactive = no such curve, though single readings can be large; an effect the other way counts as inactive or inconclusive.

Values run as follows: B2AR arrestin	TCR act	Integrin act MD	ELG1 repair inh	PTAP TSG101 blk	BRCA1 expr up	A-T KAP1 phos	MLL CXXC-DNA inh	TRPV1 agonist	p53 reactivator
> N#Cc1cn(-c2cccc(C(F)(F)F)c2)c(=O)[nH]c1=O
    0.4%	3%	-21%	-4%	-3%	5%	18%	19%	-2	-2%
> O=C(Nc1cccnc1Cl)c1cc2ccccc2o1
    -1.0%	-1%	?	?	-5%	24%	-9%	-1%	?	?
> Cc1ccc(C)c(CSc2nnc(-c3cccs3)n2Cc2ccco2)c1
    -0.1%	12%	11%	-12%	2%	-47%	-4%	-2%	21	-6%
> COc1ccccc1N(CCC#N)C(=O)CSc1nnc2ccccn12
    -0.1%	-2%	0%	14%	-2%	0%	-1%	/	0	1%
> Cn1cccc1CC(=O)N/N=C\c1c2ccccc2cc2ccccc12
    -0.7%	/	21%	-4%	-11%	-3%	-1%	-1%	12	-29%
> CC(C)(C)Nc1nc2ccc([N+](=O)[O-])cc2o1
    -0.5%	-1%	-1%	?	0%	65%	-9%	4%	0	1%
> CCN(CC)Cc1c(O)ccc2cc(-c3nc4ccccc4n3C)c(=O)oc12
    -1.1%	-19%	-11%	?	-21%	11µM*	22µM*	-9%	-3	5%
> Cc1cccc(N(C(=O)Cn2nnc(-c3ccc(C)o3)n2)C(C(=O)NC2CCCC2)c2ccncc2)c1 (stereo not given)
    -1.0%	9%	14%	0%	-2%	15%	-6%	-3%	-1	19%
> CC(C)(C)S(=O)(=O)c1cnc(-c2ccccn2)nc1N
    6.8%	2%	-11%	?	-3%	49%	-2%	-3%	-4	3%
> C#CCOCCOCCOCCNc1nc(N2CCN(C(=O)[C@H](Cc3ccc(O)cc3)n3cc([C@@H](N)C(C)CC)nn3)CC2)nc(N2CCN(C(=O)[C@H](Cc3cc4ccccc4[nH]3)n3cc([C@@H](N)Cc4ccc(O)cc4)nn3)CC2)n1 (stereo not given in full)
    0.3%	/	/	13%	/	/	16%	?	0	-1%
> O=C(NCc1ccccc1)OCCN1CCN(Cc2ccccc2)CCC1=O
    0.0%	-10%	-29%	-5%	/	18%	-14%	12%	-1	-6%
> CCOC(=O)c1nc(C)nc(Sc2n[nH]c(-c3cc(C(F)(F)F)cc(C(F)(F)F)c3)n2)c1C
    -0.1%	-6%	?	-19%	0%	-7%	9%	?	0	1%
> COc1ccccc1NC(=O)N(Cc1ccccc1)c1ccccn1
    0.2%	3%	-38%	1%	-4%	32%	5%	7%	12	7%
> C=CCn1cc(C(=O)NCCCOC)c(=O)c2cc(S(=O)(=O)N3CCC(C)CC3)ccc21
    /	-114%	-6%	/	1%	6%	/	/	/	/
> Cc1ccccc1NC(=S)c1nc2ccccc2[nH]1
    0.7%	-7%[46.1 µM]	-41%	?	-2%	-7%	4%	13%	5	?
> Cc1ccc(C)c(S(=O)(=O)N/N=C/c2ccc(F)cc2)c1
    0.0%	1%	-1%	-11%	0%	-22%	2%	9%	-1	1%
> CCCCN(C)CCn1c(=S)[nH]c2cc(OCC)c(OCC)cc2c1=O
    -0.1%	1%	0%	30%	0%	0%	2%	-3%	-5	-5%
> CNC(=O)CCCc1nc(-c2ccccc2Cl)no1
    -0.7%	-1%	-6%[7.66 µM]	11%	0%	9%	/	-3%	8	2%
> O=C(CNC(=O)c1ccc(Br)o1)Nc1ccccc1
    -1.0%	1%	17%	?	-2%	5%	-6%	-19%	0	5%
> COC(=O)c1cccc(N2C(=O)c3ccccc3S2(=O)=O)c1
    -0.1%	4%	18%	10%	-8%	5%	13%	5%	10	0%
> O=C(C1COc2ccccc2O1)N1CCCCC1 (stereo not given)
    -0.1%	4%	?	?	-2%	20%	3%	/	4	10%
> CC[C@@]1(c2ccccc2C)C(=O)N(C(=O)OC)N1C(=O)OC
    0.3%	-48%	-1%	-4%	-3%	1%	1%	2%	7	11%
> O=C(C1CCCCC1)N1CCCC(c2nc3c(nnn3Cc3ccccc3)c(=O)[nH]2)C1 (stereo not given)
    -1.8%	/	10%	?	/	0%	7%	10%	?	-6%
> c1ccc(OCc2nn3c(C4CCCCC4)nnc3s2)cc1
    0.3%	/	19%[7.66 µM]	-7%	-1%	-4%	11%	10%	?	-10%
> CCOC(=O)C(NC(C)=O)(Nc1ccc(S(=O)(=O)Nc2ccncn2)cc1)C(F)(F)F (stereo not given)
    0.4%	3%[46.1 µM]	6%	8%	-7%	14%	3%	-8%	2	-1%
> O=C1CCCC2=C1C(c1ccccc1)C1=C(CCCC1=O)O2
    -0.3%	/	/	0%	/	/	5%	-15%	-4	-6%
> N=c1c(S(=O)(=O)c2ccc(Cl)cc2)cc2c(=O)n3ccccc3nc2n1CCc1ccccc1
    -0.3%	/	/	1%	/	/	9%	-6%	?	6%
> CCOC(=O)c1c(NC(=O)CCS(=O)(=O)c2ccccc2)sc2c1CCN(C)C2
    -0.5%	5%	-15%	15%	2%	-37%	28%	28%	3	-18%
> COC(=O)c1ccc(CNC(=O)Cn2cnc(C(=O)Nc3ccc(C)c(C)c3)n2)cc1
    0.0%	-1%[46.1 µM]	2%	?	-2%	61%	1%	/	/	4%
> N#Cc1cn(N2CCCCC2)c(=O)[nH]c1=O
    0.2%	3%	26%	14%	0%	0%	21%	39%[activator]	-3	3%
> CC1CCCN(C(=O)C2CCN(CCCc3ccccc3)CC2)C1 (stereo not given)
    0.3%	-24%	-6%	?	-1%	-8%	6%	1%	0	2%
> CCn1c(=O)c([N+](=O)[O-])c(N2CCOCC2)c2ccccc21
    -0.7%	4%[46.1 µM]	-5%	0%	-3%	-37%	5%	11%	4	-3%
> O=C(C1CCCCC1)N1CCC(c2nc3c(nnn3Cc3ccccc3Cl)c(=O)[nH]2)CC1
    /	0%	0%	/	-3%	0%	/	/	/	/
> Cc1[nH]n(-c2ccccc2)c(=O)c1/C=N/N(c1ccccc1)c1ccccc1
    0.4%	-1%	1%	?	-1%	0%	-3%[11.5 µM]	0%	17	0%
> Cc1c(NC(=O)Nc2ccc3c(c2)OCO3)cccc1[N+](=O)[O-]
    -0.5%	9%	40%	?	-3%	89%	-4%	-4%	10	?
> NC(=S)N=Nc1c(O)[nH]c2c(Cl)cc(Cl)cc12
    /	-2%	-10%	/	-5%	-35%	/	/	/	/

8 of the compounds above, as comma-separated lines:
structure,B2AR arrestin,TCR act,Integrin act MD,ELG1 repair inh,PTAP TSG101 blk,BRCA1 expr up,A-T KAP1 phos,MLL CXXC-DNA inh,TRPV1 agonist,p53 reactivator
COC(=O)c1ccc(CNC(=O)Cn2cnc(C(=O)Nc3ccc(C)c(C)c3)n2)cc1,0.0%,-1%[46.1 µM],2%,?,-2%,61%,1%,/,/,4%
N#Cc1cn(N2CCCCC2)c(=O)[nH]c1=O,0.2%,3%,26%,14%,0%,0%,21%,39%[activator],-3,3%
CC1CCCN(C(=O)C2CCN(CCCc3ccccc3)CC2)C1 (stereo not given),0.3%,-24%,-6%,?,-1%,-8%,6%,1%,0,2%
CCn1c(=O)c([N+](=O)[O-])c(N2CCOCC2)c2ccccc21,-0.7%,4%[46.1 µM],-5%,0%,-3%,-37%,5%,11%,4,-3%
O=C(C1CCCCC1)N1CCC(c2nc3c(nnn3Cc3ccccc3Cl)c(=O)[nH]2)CC1,/,0%,0%,/,-3%,0%,/,/,/,/
Cc1[nH]n(-c2ccccc2)c(=O)c1/C=N/N(c1ccccc1)c1ccccc1,0.4%,-1%,1%,?,-1%,0%,-3%[11.5 µM],0%,17,0%
Cc1c(NC(=O)Nc2ccc3c(c2)OCO3)cccc1[N+](=O)[O-],-0.5%,9%,40%,?,-3%,89%,-4%,-4%,10,?
NC(=S)N=Nc1c(O)[nH]c2c(Cl)cc(Cl)cc12,/,-2%,-10%,/,-5%,-35%,/,/,/,/
